# AmpC inh detg = AmpC beta-lactamase inhibition with detergent present; AID 485294; AmpC hydrolysis of nitrocefin, absorbance 480 nm, 0.01% Triton; P00811; Potency, µM (doses to about 114 µM), for inactives: at the top dose activity change, negative = inhibition, hits mostly inhibitors; 370,000 tested, 0.041% active;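 note: potency is the fitted concentration of half-maximal effect; 0% = no-compound wells and -100% = no-enzyme wells; nearly all actives have a fitted effect of over 25% in size; some results filed as inactive show a strong effect at the top dose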
# Target sequence (P00811 whole entry, looked up): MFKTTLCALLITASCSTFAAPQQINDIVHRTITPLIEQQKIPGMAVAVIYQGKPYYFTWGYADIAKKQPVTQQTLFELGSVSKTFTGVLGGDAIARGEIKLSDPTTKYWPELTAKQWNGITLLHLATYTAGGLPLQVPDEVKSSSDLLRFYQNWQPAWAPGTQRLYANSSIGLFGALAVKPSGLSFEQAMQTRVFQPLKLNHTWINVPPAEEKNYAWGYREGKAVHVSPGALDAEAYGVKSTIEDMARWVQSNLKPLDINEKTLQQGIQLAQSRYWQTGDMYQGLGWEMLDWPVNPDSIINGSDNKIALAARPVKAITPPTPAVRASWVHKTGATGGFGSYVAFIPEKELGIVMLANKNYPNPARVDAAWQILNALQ
#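 AmpC (5.3 nM in the dispensed reagent) in 20 mM phosphate pH 7.0 with 0.01% (detergent screen) or 0.0001% Triton X-100 was preincubated with compounds for 15 min at room temperature. Nitrocefin was then added from an 800 uM solution, and hydrolysis was followed at 480 nm.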
# Tb PYK inh = T. brucei pyruvate kinase inhibition; TbPYK enzyme, Kinase-Glo Plus ATP luminescence, 45 min; 410,000 tested, 0.12% active; AID 624173; Potency, µM (doses to about 76.8 µM), for inactives: top-dose activity, negative = inhibition, usual class: inhibitors; note: potency is the fitted concentration of half-maximal effect; nearly all actives have a fitted effect of over 50% in size
#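 Luminescence from Kinase-Glo Plus, added after a 45-minute room-temperature reaction, served as the end-point read-out. The enzyme and substrate were preincubated with compound before ADP (130 uM final) initiated turnover. Concentration-effect curves came from normalized qHTS data.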
# HCMV antiviral = human cytomegalovirus inhibition; HFF cells, HCMV-luciferase reporter, 72 h; hits give low values; activity change, negative = inhibition, % at 57.5 µM; 410,000 tested, 4.5% active; AID 1259415; in the data active = activity change below about -60%; inconclusive = no clear call, values can overlap the other calls; inactive = above about -39%
#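 Steps: HFFs plated, 16 h 37C; compounds added; HCMV-luciferase added to MOI 1 PFU/cell; 72 h 37C; OneGlo reagent, 5 min room temperature; luminescence read, normalized to controls.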
# AMA1-RON2 inh = disrupts binding of P. falciparum AMA1 to RON2; Potency, µM (series often up to 58.2 µM), for the others: at the highest dose activity change, negative = inhibition, most hits filed as inhibitors; AlphaScreen AMA1-biotinylated RON2 peptide binding; 360,000 tested, 0.2% active;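 note: potency is the fitted concentration of half-maximal effect; 0% = vehicle wells and -100% = peptide control; nearly all actives have a fitted effect of over 45% in size; some results filed as inactive show a strong effect at the top dose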
#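 AMA1 (3D7) with his tag at 25 nM final met compounds first, then biotinylated RON2 peptide at 25 nM; detection used donor plus acceptor beads, 10 µg/mL apiece, read by AlphaScreen after 30 min at room temperature.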
# LmPK inh = blocks Leishmania mexicana pyruvate kinase activity. purified LmPK, Kinase-Glo ATP luminescence, 1 h. 290,000 tested, 0.37% active. Q27686. AID 1721. Potency, µM (highest dose often 57.5 µM), for inactives: at the highest dose activity change, negative = inhibition, hits mostly inhibitors; note: potency is the fitted concentration of half-maximal effect
# Target sequence (Q27686 whole entry, looked up): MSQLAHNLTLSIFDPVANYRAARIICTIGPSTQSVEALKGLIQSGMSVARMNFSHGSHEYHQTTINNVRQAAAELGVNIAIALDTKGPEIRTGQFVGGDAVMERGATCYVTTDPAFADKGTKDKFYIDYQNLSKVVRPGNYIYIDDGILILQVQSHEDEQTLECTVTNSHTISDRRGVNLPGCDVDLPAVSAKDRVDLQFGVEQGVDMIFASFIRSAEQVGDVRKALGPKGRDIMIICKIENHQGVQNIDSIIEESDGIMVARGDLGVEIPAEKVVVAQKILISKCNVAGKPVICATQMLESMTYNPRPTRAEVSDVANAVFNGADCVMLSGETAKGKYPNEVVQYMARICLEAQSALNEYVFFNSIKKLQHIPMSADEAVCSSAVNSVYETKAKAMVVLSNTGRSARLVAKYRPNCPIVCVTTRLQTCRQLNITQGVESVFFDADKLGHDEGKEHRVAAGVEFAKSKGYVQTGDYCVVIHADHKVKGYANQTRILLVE
#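 qHTS format; LmPK 0.1 nM; substrates PEP 0.5 mM and ADP 0.1 mM. One-hour room-temperature incubation, then coupled luciferase luminescence; 0.5 nM enzyme wells mark activation.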
# HCV inh = HCV inhibition | Huh7.5.1 HCVcc-Cre infection, luciferase reporter, 44 h | Potency, µM (doses to about 41.8 µM), inactives show at the top dose activity change, negative = inhibition, usual class: inhibitors | 340,000 tested, 3.4% active | AID 651820; note: potency is the fitted concentration of half-maximal effect
#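 A cell-based infection assay in which seeded cells (1,000 per well) receive test compound after 4 h, are inoculated with HCVcc-Cre at approximately 0.5 moi, and are incubated 44 h before luminescence detection.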
# AmpC no deterg = inhibitors of E. coli AmpC beta-lactamase without detergent. Potency, µM (series often up to 57.1 µM), without a hit: top-dose activity change, negative = inhibition, usual class: inhibitors. AID 485341. AmpC nitrocefin hydrolysis, absorbance 480 nm, 0.0001% Triton. 330,000 tested, 0.52% active;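 note: potency is the fitted concentration of half-maximal effect; plate controls were no compound for no effect and no enzyme for full effect; nearly all actives have a fitted effect of over 20% in size; some results filed as inactive show a strong effect at the top dose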
#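 AmpC (5.3 nM in the dispensed reagent) in 20 mM phosphate pH 7.0 with 0.01% (detergent screen) or 0.0001% Triton X-100 was preincubated with compounds for 15 min at room temperature. Nitrocefin was then added from an 800 uM solution, and hydrolysis was followed at 480 nm.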
# * = called active by the depositor; ? = inconclusive; / = not tested or not shown; [ ] = another dose, or the depositor's remark. Unless noted, calls come from the whole dose curve; as a rule, active = well fitted curve in the direction sought with a large enough effect; inconclusive = small, poorly fitted or top-dose-only effect, or another doubt; inactive = no such curve, though single readings can be large; an effect the other way counts as inactive or inconclusive. Unless noted, % is set by controls: 0 for no effect and ±100 for the full control effect.
no. | Structure | AmpC inh detg | Tb PYK inh | HCMV antiviral | AMA1-RON2 inh | LmPK inh | HCV inh | AmpC no deterg
1 | CC(CO)NS(=O)(=O)c1ccc(Br)cc1F (stereo not drawn) | / | -1% | -3 | 1% | / | 11% | /
2 | N#CC1(NC(=O)COC(=O)c2cc(=O)[nH]c3ccccc23)CCCCC1 | ? | -2% | -14 | 4% | / | 18% | 66%[activator]
3 | O=C(CCC1CCN(C(=O)c2cncs2)CC1)Nc1ccccc1 | 1% | 6% | 0 | -1% | -1% | 21% | -12%
4 | N#Cc1ccc(/C=N/NC(=S)Nc2ccc(S(=O)(=O)N3CCOCC3)cc2)cc1 | -11% | -1% | 12 | 109%[activator] | 4% | -29% | -27%
5 | CCCN1CCc2c(sc(NC(=O)c3ccc(S(=O)(=O)N(C)c4ccccc4)cc3)c2C(N)=O)C1 | 0% | 4% | / | -12% | 4% | ? | 116%[activator]
6 | COc1cc(C(=O)NCC2CCCO2)cc(Br)c1OCc1ccccc1 (stereo not drawn) | -6% | 3% | -21 | 5% | / | ? | 71%[activator]
7 | Cc1c(CNC(C)CCc2ccccc2)c(C(=O)O)c(C)n1Cc1ccc(F)cc1 (stereo not drawn) | 18% | 6% | 0 | / | / | / | /
8 | CCOC(=O)Cc1cc(-c2ccc(F)cc2)nc2ccc3ccccc3c12 | 4% | 4% | 146 | -2%[11.6 µM] | 2% | -19% | -13%
9 | CCCCCn1nc(-c2ccccc2)c2nc3ccccc3nc21 | ? | 2% | -10 | 64%[activator] | -5% | 24% | -18%
10 | CCOC(=O)C1CC2=C(CCCC2=O)N(Cc2ccccc2)C1=O (stereo not drawn) | / | 2% | -8 | -4% | / | -9%[8.37 µM] | /
11 | COc1ccccc1CNC(=O)COC(=O)Cc1ccc(F)cc1 | -15% | 8% | -4 | -2% | / | 7% | -7%
12 | COCc1cc(C)n(CC(=O)Nc2cc(C)cc(C)c2)c(=O)c1C#N | 4% | 2% | -37 | 0% | 3% | 3% | -24%
13 | CCOc1ccc(S(=O)(=O)NCCc2csc3nc(-c4ccc(OC)c(OC)c4)nn23)cc1 | 1% | -1% | 119 | / | / | / | /
14 | CCc1ccc(CNC(=O)c2cccc(-n3cnc4cccnc43)c2C)cc1 | 12% | 4%[15.4 µM] | ? | / | / | / | /
15 | S=C(NCCc1ccccc1)N1CCN(C23CC4CC(CC(C4)C2)C3)CC1 | 4% | -5% | -34 | -19% | 13% | ? | -7%
16 | Cc1ccc(S(=O)(=O)/N=C(/Nc2c(C)n(C)n(-c3ccccc3)c2=O)c2ccccc2)cc1 | ? | 1% | ? | 9% | -4% | 20% | -22%
17 | CC1CN(S(=O)(=O)c2cccc(C(=O)NCC(c3cccs3)N3CCOCC3)c2)CC(C)O1 (stereo not drawn) | / | 5% | ? | 94%[activator] | / | 22% | /
18 | CCOC(=O)N1CCN(C(=O)CS(=O)(=O)c2cn(Cc3ccccc3Cl)c3ccccc23)CC1 | ? | 0% | -1 | 7% | 4% | ? | 4µM*
19 | CCCCNc1c(-c2ccc(SC(C)CC)c(OC)c2)nc2ccc(Cl)cn12 (stereo not drawn) | / | 2% | -16 | 11% | / | -4% | -19%
20 | Cc1ccnc2nc(C(=O)Nc3nc(-c4ccccn4)cs3)nn12 | 0% | -20% | -37 | -89% | -2% | -21% | -2%
21 | CC1([N+](=O)[O-])COC2(OC1)C(=O)Nc1ccccc12 (stereo not drawn) | -11% | 6% | -12 | 1% | 8% | 4% | -37%
22 | Cc1cccc(C)c1OCc1cc(C(=O)N(C)Cc2cc(C3CC3)n[nH]2)no1 | -6% | 2% | -27 | -13% | 6% | / | 98%[activator]
23 | COC(=O)[C@]12CCCCC=C1N(Cc1ccco1)C(=O)[C@H](CC(=O)NCCC(C)C)C2 | / | -9% | 44 | 2% | / | / | /
24 | COC(=O)c1c(-c2c(Cl)cccc2Cl)noc1NC(=O)N(C)C | -7% | 6% | 21 | 16% | 0% | 12% | -27%
25 | COc1ccccc1N(C)S(=O)(=O)c1ccc(C(=O)NC2CCCCC2)cc1 | 3% | 5% | ? | -3% | / | -4% | -24%
26 | COc1ccc2[nH]c(=O)c(CN(Cc3ccco3)C(c3nnnn3Cc3ccccc3)C(C)C)cc2c1 (stereo not drawn) | -10% | -11% | -98* | -11% | 10% | ? | -13%
27 | Cc1ccc(NC(=O)C2CCN(c3nc4ccccc4[nH]3)CC2)c(C)c1 | 9% | -14%[15.4 µM] | 0 | / | / | / | /
28 | CCOc1ccccc1NC(=O)C1CCN(c2nc(-c3ccc(OC)cc3)no2)CC1 | -11% | 3% | 9 | 12% | 0% | -7% | -7%
29 | CCCc1nn2c(=O)cc(CSCC(=O)Nc3ccccc3)nc2s1 | 3% | -1% | 8 | 1% | 3% | 18% | -10%
30 | COc1ccc2c(c1)CCc1c(C(=O)Nc3ccc(OC)c(OC)c3)noc1-2 | -1% | -17% | -34 | 3% | 4% | 4% | -12%

# Entries of single compounds, quoted from the list. Order of screens: AmpC inh detg	Tb PYK inh	HCMV antiviral	AMA1-RON2 inh	LmPK inh	HCV inh	AmpC no deterg
# CCOC(=O)N1CCN(C(=O)CS(=O)(=O)c2cn(Cc3ccccc3Cl)c3ccccc23)CC1 is listed with ?	0%	-1	7%	4%	?	4µM*
# COC(=O)[C@]12CCCCC=C1N(Cc1ccco1)C(=O)[C@H](CC(=O)NCCC(C)C)C2 is listed with /	-9%	44	2%	/	/	/

# (continued)
no. | Structure | AmpC inh detg | Tb PYK inh | HCMV antiviral | AMA1-RON2 inh | LmPK inh | HCV inh | AmpC no deterg
31 | CC(C)CCNC(=O)c1cccnc1Sc1ccccc1 | -16% | 4% | -7 | 7% | 0% | 7% | -4%
32 | COc1ccc(NC(C)=O)cc1S(=O)(=O)N1CCc2ccccc21 | 6% | -1% | 92 | -12% | 7% | 3% | -4%
33 | CCOc1ccccc1N1CCN(C(=O)c2ccc3[nH]c(C)c(C)c3c2)CC1 | 1% | 3% | -4 | -18% | 4% | ? | 47%
34 | CN(CC(=O)Nc1ccc(F)cc1)C(=O)COC(=O)CCN1C(=O)C2CC=CCC2C1=O (stereo not drawn) | ? | -7% | -21 | -4% | -1% | 5% | 17%
35 | Cc1cc(C)c2oc(-c3cccc(N)c3)nc2c1 | -7% | -1% | 97 | 10% | 1% | -11% | 156%[activator]
36 | CCCn1nnnc1SCC(=O)c1ccc2c(c1)OCCO2 | -1% | -4% | -23 | 3% | -2% | -23% | -24%
37 | CCOC(=O)C1CCCN(Cc2ccccc2F)C1 (stereo not drawn) | -3% | 2% | 7 | -24% | 0% | / | -6%
38 | COc1cc(C(=O)OCC(=O)N2CCCC2)cc(OC)c1OC | 5% | 2% | 26 | 10% | 4% | 7% | -15%
39 | O=C(CSc1nnc(SCc2ccc(Cl)cc2)s1)N/N=C/c1ccccc1Cl | -13% | -6% | 14 | 17% | 4% | 0% | -22%
40 | Cc1ccc(C)c(-n2nnc(C(=O)Nc3ccc(Br)cc3)c2C)c1 | -8% | 2% | -19 | / | / | / | /
41 | CN(C)S(=O)(=O)c1ccc2c(c1)N(CC(=O)N1CCN(c3ccc(F)cc3)CC1)CCS2 | 16% | 6% | 13 | / | / | / | /
42 | Cc1ccc2cc(CCNC(=O)C3CCCCC3)c(=O)[nH]c2c1C | -10% | 0% | 25 | 5% | -1% | 9% | -10%
43 | CC(C)n1cc(C#N)c(N)n1 | / | -13% | 3 | -11% | / | 23% | /
44 | O=C(CC1C(=O)OCCN1Cc1ccccc1)Nc1ccc(F)cc1 (stereo not drawn) | 0% | 11% | -1 | / | / | / | /
45 | CCOc1cc(C2C(C(C)=O)=C(O)C(=O)N2CCc2c[nH]c3ccccc23)ccc1O (stereo not drawn) | 0% | 1% | -36 | -8% | -1% | 16% | -16%
46 | CCOC(=O)C1=C(C)N(CCCCCC(=O)O)C(=O)NC1c1ccccc1OS(=O)(=O)c1ccc(C)cc1 (stereo not drawn) | / | -13% | 8 | -11% | / | 2% | /
47 | O/N=C/C1=C(Cl)c2ccccc2CC1 | 0% | 2% | -26 | -6% | -2% | 9% | -14%
48 | N#Cc1c(-c2ccccc2)nc(SCC(=O)Nc2ccccc2)[nH]c1=O | ? | -13% | 36 | 16% | 6% | 1% | -10%
49 | COc1ccc(-c2nc(Cn3c(=O)cc(-c4ccccc4)c4c(C)nn(C)c43)c(C)o2)cc1OC | 16% | 2% | 6 | / | / | / | /
50 | CC(=O)Nc1ccc(NC(=O)C(C)Oc2ccccc2F)cc1 (stereo not drawn) | ? | -17% | 25 | 0% | -4% | 6% | -7%
51 | Cc1cccc(NS(=O)(=O)c2cccc(C(=O)N3CC(C)OC(C)C3)c2)c1 (stereo not drawn) | -15% | -2% | -27 | -2% | / | 0% | -1%

# Among those listed so far, these contain an aryl methoxy group.
no. | Structure | AmpC inh detg | Tb PYK inh | HCMV antiviral | AMA1-RON2 inh | LmPK inh | HCV inh | AmpC no deterg
6 | COc1cc(C(=O)NCC2CCCO2)cc(Br)c1OCc1ccccc1 (stereo not drawn) | -6% | 3% | -21 | 5% | / | ? | 71%[activator]
11 | COc1ccccc1CNC(=O)COC(=O)Cc1ccc(F)cc1 | -15% | 8% | -4 | -2% | / | 7% | -7%
13 | CCOc1ccc(S(=O)(=O)NCCc2csc3nc(-c4ccc(OC)c(OC)c4)nn23)cc1 | 1% | -1% | 119 | / | / | / | /
19 | CCCCNc1c(-c2ccc(SC(C)CC)c(OC)c2)nc2ccc(Cl)cn12 (stereo not drawn) | / | 2% | -16 | 11% | / | -4% | -19%
25 | COc1ccccc1N(C)S(=O)(=O)c1ccc(C(=O)NC2CCCCC2)cc1 | 3% | 5% | ? | -3% | / | -4% | -24%
26 | COc1ccc2[nH]c(=O)c(CN(Cc3ccco3)C(c3nnnn3Cc3ccccc3)C(C)C)cc2c1 (stereo not drawn) | -10% | -11% | -98* | -11% | 10% | ? | -13%
28 | CCOc1ccccc1NC(=O)C1CCN(c2nc(-c3ccc(OC)cc3)no2)CC1 | -11% | 3% | 9 | 12% | 0% | -7% | -7%
30 | COc1ccc2c(c1)CCc1c(C(=O)Nc3ccc(OC)c(OC)c3)noc1-2 | -1% | -17% | -34 | 3% | 4% | 4% | -12%
32 | COc1ccc(NC(C)=O)cc1S(=O)(=O)N1CCc2ccccc21 | 6% | -1% | 92 | -12% | 7% | 3% | -4%
38 | COc1cc(C(=O)OCC(=O)N2CCCC2)cc(OC)c1OC | 5% | 2% | 26 | 10% | 4% | 7% | -15%
49 | COc1ccc(-c2nc(Cn3c(=O)cc(-c4ccccc4)c4c(C)nn(C)c43)c(C)o2)cc1OC | 16% | 2% | 6 | / | / | / | /

# Screening data as filed in PubChem BioAssay.
